M. tuberculosis GlmU: inhibition of mycobacterial GlmU enzyme – biochemical, glucosamine-1-phosphate acetyltransferase (AID 1376) | M. tuberculosis GlmU acetyltransferase enzyme assay; higher % means a stronger effect | 0.25% of 220,000 active | inhibition, %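 (tested at 30 µM in the primary screen)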; hits with a dose series show IC50 in µM; in the data active means inhibition above about 13%; inconclusive means no clear call, values can overlap the other calls;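 further: 0% = complete reaction with vehicle and 100% = reaction without substrate; strong numbers were not always called active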
RmlCD inh 1536: M. tuberculosis RmlC/RmlD inhibition; P9WH09+P9WH11; RmlC+RmlD coupled enzyme assay, percent inhibition; primary screen in compound mixtures; inhibition, % at 3.6 µM; 0.03% of 160,000 active; in the data active means inhibition mostly above about 34%, no sharp cut-off; inconclusive means no clear call, values can overlap the other calls; inactive means mostly below about 22%; further: some results filed as inactive read as strong as hits
Target sequence (P9WH09 whole entry, looked up): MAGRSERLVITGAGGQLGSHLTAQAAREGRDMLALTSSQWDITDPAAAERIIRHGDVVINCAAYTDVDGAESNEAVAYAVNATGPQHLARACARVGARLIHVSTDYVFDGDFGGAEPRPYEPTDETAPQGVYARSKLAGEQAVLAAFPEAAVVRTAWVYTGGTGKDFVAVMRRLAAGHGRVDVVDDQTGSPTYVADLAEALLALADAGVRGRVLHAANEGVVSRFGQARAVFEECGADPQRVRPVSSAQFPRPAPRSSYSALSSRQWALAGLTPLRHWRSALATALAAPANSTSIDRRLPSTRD
Target sequence (P9WH11 whole entry, looked up): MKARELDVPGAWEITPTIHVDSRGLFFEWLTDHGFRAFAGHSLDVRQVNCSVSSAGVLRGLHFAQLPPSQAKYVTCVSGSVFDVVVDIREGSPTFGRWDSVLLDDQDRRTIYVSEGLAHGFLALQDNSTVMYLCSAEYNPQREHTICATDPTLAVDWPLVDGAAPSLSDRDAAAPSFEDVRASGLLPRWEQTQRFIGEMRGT
* marks the source's active call; other numbers are inactive results; ? = inconclusive; . = no result given. These rows are one share of the data; rates above refer to the full screens.

Each structure is followed by: M. tuberculosis GlmU, RmlCD inh 1536
(1) CCNC(=O)NC(=O)C(C)OC(=O)C1CCN(S(=O)(=O)c2ccccc2F)CC1 (stereo unspecified)
  -5.1%, -10
(2) C=CCSc1n[nH]c(-c2ccc(OC)cc2)n1
  4.2%, -6
(3) CN(C)S(=O)(=O)c1cccc(-c2nnc(SCCNCCO)n2-c2ccc(F)cc2)c1
  -0.6%, -4
(4) CC(C)(C)Nc1cccccc1=O
  -2.0%, .
(5) COc1ccc(S(=O)(=O)N2CCC(O)(c3ccc(Cl)cc3)CC2)cc1OC
  -3.9%, -6
(6) COc1cc(/C=N/NC(=O)c2cc(-c3cccs3)nc3ccccc23)ccc1O
  3.3%, -9
(7) Cc1cccc(N2CC(C(=O)O)CC2=O)c1 (stereo unspecified)
  1.0%, .
(8) O=C(CN1CCCCCCC1)NC(=O)NC1CCCCC1
  -3.9%, 83
(9) CC(c1ccccc1)C1C(C#N)=C(N)SC(N)=C1C#N (stereo unspecified)
  1.1%, -10
(10) COC(=O)NC(NC(=S)Nc1ccccc1OC)C(Cl)(Cl)Cl (stereo unspecified)
  4.2%, 8
(11) Cc1ccc(Cn2c(SCC(=O)N3CC(=O)Nc4ccccc43)nc3ccccc3c2=O)cc1
  1.3%, -2
(12) CCOC1(OCC)N=C(N)C2(C#N)C(c3cccc(C)c3)C12C#N (stereo unspecified)
  0.2%, -2
(13) COc1ccc(CCN=C(C)C2=C(O)C(c3ccccc3)OC2=O)cc1OC (stereo unspecified)
  2.5%, -14
(14) O=C(NC1CCCCC1)C(c1cccs1)N(CCCN1CCOCC1)C(=O)c1ccc(-c2ccccc2)[nH]1 (stereo unspecified)
  7.0%, 5
(15) CCN(CC)C(=O)c1cc2cc([N+](=O)[O-])ccc2s1
  6.3%, .
(16) CCN(C#N)c1nc(NC(C)C)nc(NC(C)C)n1
  -5.0%, 9
(17) O=C(c1ccc(COc2ccccc2Br)o1)N1N=C(C(F)F)CC1(O)C(F)F (stereo unspecified)
  -4.5%, -7
(18) Cc1cc(C(=O)c2cnc(/N=C/N(C)C)s2)c(F)cc1Cl
  -0.6%, 9
(19) Cc1cc(C(=O)CSc2nnnn2C)c(C)n1C1CC1
  0.7%, -12
(20) CC(C)Cn1c(=O)c(C(=O)Nc2cnccn2)c(O)c2ccccc21
  7.2%, -3
(21) CS/C(=C(/C#N)S(=O)(=O)c1ccc(Cl)cc1)N1CCOCC1
  -0.6%, -2
(22) NS(=O)(=O)c1cc(C(=O)OCC(=O)NC2CC2)ccc1Cl
  0.5%, 8
(23) CC1(C)CC(=O)C=C(NCc2ccccc2)C1
  0.2%, -8
(24) CC1CCN(S(=O)(=O)c2cccc(C(=O)Nc3ccccn3)c2)CC1
  2.3%, .
(25) CC1C(=O)O[C@@H]2C[C@@H](C)[C@@H]3CCC(=O)[C@@]3(C)[C@@H](O)[C@H]12 (stereo partly specified)
  1.1%, 11
(26) O=C(CSc1nc2ccccc2o1)Nc1ccccc1
  1.1%, 10
(27) O=S(=O)(NCc1cccnc1)c1cccc2nsnc12
  -3.8%, -35
(28) COC(=O)c1cc(O)cc(OC)c1C(=O)c1c(O)cc(C)cc1O
  0.0%, .
(29) Cc1nn(C)c(Cl)c1C(=O)NCC(=O)NCc1ccccc1
  1.2%, 0
(30) CC(C)NC(=O)C(=O)NCCCN1CCOCC1
  -8.2%, 9
(31) N#Cc1ccc(C2=NC(C(F)(F)F)(C(F)(F)F)c3c(n(Cc4ccco4)c(=O)[nH]c3=O)N2)cc1
  -1.2%, .
(32) COc1ccc(N2Cc3ccccc3C2=NC(=O)c2cncc(Br)c2)cc1
  4.2%, 5
(33) CCC(=NCCc1ccccc1)C1=C(O)CCC1=O
  3.2%, 6
(34) COc1ccc(OCCNC(=O)c2ccccc2OCC(=O)N2CCCCC2)cc1
  2.8%, .
(35) CC(=O)c1ccc(S(=O)(=O)N2CCN(CC#N)CC2)cc1
  -5.1%, .
(36) Cc1cc2cc(C)c3nnc(SCC(=O)N4CCCc5ccccc54)n3c2cc1C
  ., 7
(37) O=C(N/N=C/C(Cl)=C/c1ccc([N+](=O)[O-])cc1)C(=O)Nc1ccccc1C(=O)O
  6.8%, .
(38) O=C(c1cc2ccccc2oc1=O)N(Cc1cccc(Br)c1)C1CCS(=O)(=O)C1 (stereo unspecified)
  -0.1%, ?
(39) O=C(CCN1CCN(c2ccccc2)CC1)Nc1ccc(Cl)cc1
  7.4%, .
(40) OC(COCCOc1ccc(Br)cc1)CN1CCCCC1 (stereo unspecified)
  2.3%, -2

Excerpt, entries 39–40
Each structure is followed by: M. tuberculosis GlmU, RmlCD inh 1536
(39) O=C(CCN1CCN(c2ccccc2)CC1)Nc1ccc(Cl)cc1
  7.4%, .
(40) OC(COCCOc1ccc(Br)cc1)CN1CCCCC1 (stereo unspecified)
  2.3%, -2

(list continues)
Each structure is followed by: M. tuberculosis GlmU, RmlCD inh 1536
(41) Cc1ccc2c(c1)C(O)(CC(=O)/C=C/C=C/c1ccccc1)C(=O)N2 (stereo unspecified)
  -3.7%, 5
(42) Cc1nn(C(=O)c2ccco2)c(C)c1Sc1ccccc1
  7.8%, .
(43) CC(=O)Nc1ccc(S(=O)(=O)NCC2CCC(C(=O)NCCC(C)C)CC2)cc1 (stereo unspecified)
  2.8%, .
(44) CCOC(=O)C(CC)(CCC(=O)O)c1csc(N)n1 (stereo unspecified)
  -6.5%, -7
(45) O=C(CSc1ccc2c(c1)OCCO2)NCCN1C(=O)CSC1=O
  -0.1%, 3
(46) CC(C)(O)C#Cc1ccc(C(=O)N2CCCC2C(=O)O)s1 (stereo unspecified)
  -0.3%, 4
(47) O=C(Nc1ccccc1)N1CCCCC1c1cccnc1 (stereo unspecified)
  7.3%, .
(48) Cc1cc(C)n2c(C)nnc2c1
  0.6%, 108
(49) CCn1c(COc2ccc(=O)n(-c3ccccc3)n2)nnc1SCc1ccccc1
  -5.9%, .
(50) COc1ccc(C(=O)Nc2cc(=O)n(C)c(=O)n2C)cc1
  -1.2%, 6
(51) Cn1c(N)c(C(=O)COC(=O)c2cc(-c3ccccc3)nc3ccccc23)c(=O)n(Cc2ccccc2)c1=O
  2.8%, .
(52) CC1(C)CC(=O)C2=C(C1)NCN(Cc1ccccc1)C2
  -0.7%, -3
(53) Cc1nn(CCCC(=O)O)c(C)c1[N+](=O)[O-]
  -2.6%, 11
(54) COc1cc2c3c(c1OC)C1(C=CC(=NO)C=C1)CC3N(C(C)=O)CC2 (stereo unspecified)
  -3.2%, -1
(55) Cc1ccc2nc3sc(C(=O)N4CCCc5ccccc54)c(N)c3cc2c1
  3.6%, 8
(56) O=C(Oc1ccccc1Cl)c1ccc(N2CCOCC2)c([N+](=O)[O-])c1
  4.6%, -10
(57) Cc1ccc(-c2csc3ncn(CC(=O)N4CCOCC4)c(=O)c23)cc1
  -5.1%, 6
(58) c1ccc(-c2nc(NCC3CCCO3)c3ccccc3n2)nc1 (stereo unspecified)
  -6.3%, .
(59) C/C=C\C(=O)Nc1cccc(C2=NOC3(C2)C[C@H](C(N)=O)N(C(=O)Cc2ccc([N+](=O)[O-])cc2)C3)c1 (stereo partly specified)
  6.2%, .
(60) CCCCCCNC(=O)N[C@H](C(=O)NCCC[C@H]1CN2C(=NC[C@H]2C)N1CCC(c1ccccc1)c1ccccc1)C(C)O (stereo partly specified)
  -7.7%, .

Some of these compounds in order of number of heavy atoms, ascending.
Each structure is followed by: M. tuberculosis GlmU, RmlCD inh 1536
(48) Cc1cc(C)n2c(C)nnc2c1
  0.6%, 108
(42) Cc1nn(C(=O)c2ccco2)c(C)c1Sc1ccccc1
  7.8%, .
(45) O=C(CSc1ccc2c(c1)OCCO2)NCCN1C(=O)CSC1=O
  -0.1%, 3
(41) Cc1ccc2c(c1)C(O)(CC(=O)/C=C/C=C/c1ccccc1)C(=O)N2 (stereo unspecified)
  -3.7%, 5
(49) CCn1c(COc2ccc(=O)n(-c3ccccc3)n2)nnc1SCc1ccccc1
  -5.9%, .
(51) Cn1c(N)c(C(=O)COC(=O)c2cc(-c3ccccc3)nc3ccccc23)c(=O)n(Cc2ccccc2)c1=O
  2.8%, .

(further entries)
Each structure is followed by: M. tuberculosis GlmU, RmlCD inh 1536
(61) O=C(NCc1cccnc1)C(=O)Nc1ccc([N+](=O)[O-])cc1
  0.1%, 17
(62) O=C(Nc1ccccc1N1CCCCC1)c1cccc([N+](=O)[O-])c1
  -3.9%, -8
(63) O=C(CSc1cccc[n+]1[O-])NC(=O)c1ccc(OC(F)F)cc1
  -7.8%, 4
(64) COc1ccc(N2CC(C)(C)C2=O)cc1
  9.0%, -4
(65) COC(=O)/C=C1/N/C(=N\c2nc(C)cc(C)n2)N(c2cccc(C)c2)C1=O
  -4.0%, -11
(66) CC(c1nc2ccccc2c(=O)[nH]1)N(C)CCOc1ccc(Cl)cc1 (stereo unspecified)
  0.8%, 16
(67) COc1ccc(OC)c(C(C)NC(=O)c2ccc(Br)cc2)c1 (stereo unspecified)
  -1.6%, -12
(68) CC(C)(C)C(=O)NC(=S)Nc1ccc(S(=O)(=O)Nc2nccs2)cc1
  1.2%, -9
(69) CCOC(=O)c1c(C)c(C(=O)NCC2CCCO2)c(C)n1C (stereo unspecified)
  -0.9%, .
(70) COC(=O)COc1cccc(NC(=O)c2ccccc2)c1
  1.9%, .
(71) CC12C(=O)N(Cc3ccccc3)C(=O)C1C1C=CC2C1 (stereo unspecified)
  1.8%, .
(72) COc1ccc(S(=O)(=O)Nc2nc3ccccc3s2)cc1OC
  3.6%, 8
(73) Cc1ccc(S(=O)(=O)N2CCC(=O)N(CCOC(=O)Nc3cc(C)cc(C)c3)CC2)cc1
  1.1%, .
(74) C=CCn1cc(C(=O)NCc2ccc(Cl)cc2)c(=O)c2cc(S(=O)(=O)N(CC)CC)ccc21
  4.4%, 54
(75) Cc1ccc(N2C(=O)C3C4C=CC(CNC(=S)Nc5ccc(Cl)cc5)(O4)C3C2=O)cc1 (stereo unspecified)
  -2.8%, -12
(76) Cc1ccc(/C=C/S(=O)(=O)NCC(=O)O)cc1
  -1.5%, 11
(77) COCCn1c(SCc2ccc(C(=O)OC)o2)nc2cc(Cl)ccc2c1=O
  3.2%, .
(78) COC(=O)C1=C(NC(=O)COc2ccc3ccccc3c2)CCS1
  -4.3%, 5
(79) Cc1ccc(-c2nn3c(C)nnc3c3ccccc23)cc1S(=O)(=O)N(C)CCO
  -1.9%, -8
(80) Cc1cccc(NC(=O)C2CCCN(C(=O)NC3CCCCC3)C2)c1C (stereo unspecified)
  -2.5%, 5
(81) CC(=O)Nc1ccc(S(=O)(=O)NC2(C(F)(F)F)NC(=O)N(CC(C)C)C2=O)cc1 (stereo unspecified)
  1.5%, .
(82) CN(C)CCOc1ccc(/C(=C(/CCCl)c2ccccc2)c2ccccc2)cc1
  -7.1%, .
(83) c1ccc2c(COn3nnc4ccccc43)cccc2c1
  3.1%, -9
(84) CCOc1cccc(NC(=O)CSc2nncn2N)c1
  -1.3%, 16
(85) CN(C)/C=C(/C(=O)c1ccc(Cl)cc1)S(C)(=O)=O
  -3.9%, -14
(86) NCCS
  -0.3%, .
(87) Cc1ccc(S(=O)(=O)N2CCOCC2)cc1NC(=O)CSc1ccccn1
  -1.0%, 10
(88) CC(=O)Nc1nc2ccc(C(=O)NCCOC(=O)C3CCCCC3)cc2s1
  7.5%, 9
(89) NC(=S)Nc1ccc(Cl)c(Cl)c1
  5.9%, -13
(90) CN(C)S(=O)(=O)c1ccc(NC(=O)C2COc3ccccc3O2)cc1 (stereo unspecified)
  0.9%, -5
(91) COc1ccc(C(=O)/C=C/Sc2nc3ccccc3o2)cc1
  -0.8%, -4
(92) O=C(c1cccc(N2C(=O)C3C4C=CC(C4)C3C2=O)c1)N1CCCCCC1 (stereo unspecified)
  0.0%, -7
(93) CCOC(=O)c1cc2c(=O)n3ccccc3nc2n(CCOC)c1=NC(=O)C(C)(C)C
  0.1%, .
(94) COc1ccc(OCCNC(=S)Nc2cccc3ccccc23)cc1
  -1.4%, 13
(95) C#CC[N+](C)(C)CCN1C(=O)C2C(c3ccccc3)C=CC(c3ccccc3)C2C1=O (stereo unspecified)
  -6.6%, -6
(96) CN(c1ccccc1)C(c1ccc(F)cc1)c1nnnn1C1CCCC1 (stereo unspecified)
  1.8%, .
(97) Cc1ccc(C=Nc2ccccc2C#N)s1
  7.5%, 9
(98) Nc1cc(C(=O)O)ccc1Nc1ccccc1
  -4.8%, -5
(99) CNC(=O)NC(=O)C(OC(=O)c1cccc(S(=O)(=O)N2CCCCC2)c1)c1ccccc1 (stereo unspecified)
  1.0%, .
(100) COc1ccc(C)cc1NC(=O)CSc1nnc(-c2ccc(Br)cc2)o1
  2.4%, 8
(101) CS(=O)(=O)N(CC(O)Cn1c2ccccc2c2ccccc21)c1cccc2ccccc12 (stereo unspecified)
  1.2%, -12
(102) COC(=O)c1ccc(C)c(NC(=O)CN(c2cc(OC)ccc2OC)S(C)(=O)=O)c1
  3.8%, .
(103) COc1cccc(Nc2ncccc2C(=O)Nc2ccccc2)c1
  2.0%, 10
(104) Cc1cccc(N2CCN(S(C)(=O)=O)CC2)c1C
  ., -5
(105) Cc1ccc(C(=O)Nc2nccs2)cc1
  -4.7%, 12
(106) COc1cccc2c(=O)c(C/C=C(/C)Cl)c(C)[nH]c12
  3.9%, .

Reprinted at random: five records from the list
Each structure is followed by: M. tuberculosis GlmU, RmlCD inh 1536
(103) COc1cccc(Nc2ncccc2C(=O)Nc2ccccc2)c1
  2.0%, 10
(101) CS(=O)(=O)N(CC(O)Cn1c2ccccc2c2ccccc21)c1cccc2ccccc12 (stereo unspecified)
  1.2%, -12
(105) Cc1ccc(C(=O)Nc2nccs2)cc1
  -4.7%, 12
(106) COc1cccc2c(=O)c(C/C=C(/C)Cl)c(C)[nH]c12
  3.9%, .
(104) Cc1cccc(N2CCN(S(C)(=O)=O)CC2)c1C
  ., -5

Screens as filed in PubChem BioAssay.
